# CTSL1 counter – blocks F. hepatica cathepsin L1 in PFM18AAP counter-screen; recombinant F. hepatica cathepsin L1, Z-Leu-Arg-MCA fluorescence; inhibition, % at 5.96 µM; hit rate 0.49% among 300,000;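 active means inhibition above the mean of all tested compounds plus 3 SD, set per screening campaign, cut at about 17% in these data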;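 further: 0% = plate median of test compound wells and 100% = 1 µM Z-Phe-Ala-diazomethylketone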
# EBNA-1 inh – blocks EBNA-1 binding to DNA | EBNA-1 DNA binding, fluorescence polarization | inhibition, % at 14.8 µM | hit rate 0.34% among 300,000; in the data active means inhibition above about 28%
# core dimer inh – blocks dimerization of HCV core protein; hit rate 0.33% among 300,000; TR-FRET GST/Flag-core106 dimerization, 1536-well; inhibition, % at 5 µM;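 active means inhibition above the mean of all tested compounds plus 3 SD, set per screening campaign, cut at about 45% in these data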
#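 Assay system: Tagged HCV core106 pair (GST and Flag) | Buffer or medium: KF-containing HEPES buffer, pH 7.45, DTT, CHAPS, BSA | Also added: Eu donor and XL665 acceptor anti-tag antibodies | Dosing: One concentration, 5 µM, in 0.5% DMSO | Timing: 4 h at 22.5 °C | Technique: TR-FRET 671 and 617 nm emission | Repeats: Singlicate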
# ZTA counter – counter-screen for EBNA-1 inhibitors: inhibitors of Epstein-Barr virus ZTA; ZTA-DNA binding, fluorescence polarization; inhibition, % at 11 µM; hit rate 0.15% among 320,000; AID 2234; in the data active means inhibition above about 33%
# Target sequence (P03206 whole entry, looked up): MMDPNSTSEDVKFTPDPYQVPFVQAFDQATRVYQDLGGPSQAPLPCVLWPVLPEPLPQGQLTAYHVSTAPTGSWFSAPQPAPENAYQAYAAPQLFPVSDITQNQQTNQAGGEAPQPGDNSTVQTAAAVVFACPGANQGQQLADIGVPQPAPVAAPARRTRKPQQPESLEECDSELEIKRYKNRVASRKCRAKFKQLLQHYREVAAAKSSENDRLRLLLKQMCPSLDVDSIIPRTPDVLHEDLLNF
# PP1 inh – counter-screen for PP5 inhibitors: inhibitors of human PP1-alpha; purified PP1alpha, OMFP fluorescence; inhibition, % at 6.7 µM; hit rate 0.9% among 320,000;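 active means inhibition above the mean inhibition of all tested compounds plus 3 SD, computed separately for each screening campaign, cut at about 15% in these data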
# Target sequence (P62136 whole entry, looked up): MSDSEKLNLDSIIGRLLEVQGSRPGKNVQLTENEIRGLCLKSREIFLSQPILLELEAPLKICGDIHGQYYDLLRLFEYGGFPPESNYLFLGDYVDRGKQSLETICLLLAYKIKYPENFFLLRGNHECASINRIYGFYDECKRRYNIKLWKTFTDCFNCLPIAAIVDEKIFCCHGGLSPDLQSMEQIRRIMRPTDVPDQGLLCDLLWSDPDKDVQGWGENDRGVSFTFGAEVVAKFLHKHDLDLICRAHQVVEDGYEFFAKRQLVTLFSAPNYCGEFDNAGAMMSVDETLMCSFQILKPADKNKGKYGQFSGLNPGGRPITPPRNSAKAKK
# TPT1 inhibitor – inhibitors of Candida albicans tRNA 2'-phosphotransferase TPT1; recombinant caTPT1, FP RNA substrate dephosphorylation; AID 1962; hit rate 0.81% among 300,000; inhibition, % at 5 µM;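 active means inhibition above the mean of all tested compounds plus 3 SD, set per screening campaign, cut at about 24% in these data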;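 further: plate controls were DMSO alone for no effect and ferristatin control at 100 nM for full effect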
# Efflux pump mplx – inhibitors of Candida antifungal efflux pumps expressed in yeast; S. cerevisiae Candida pump triplex, Nile Red efflux; inhibition, % at 10 µM; hit rate 0.44% among 330,000;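 active means plate passing quality check with inhibition over a set limit, or well fluorescence over plate mean plus 4 SD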;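 further: Nile Red retained in pooled yeast measured as flow cytometry median fluorescence; 0% = buffer negative control and 100% = Enniatin B positive control; higher means more Nile Red kept so more efflux inhibition; some compounds called inactive have numbers as strong as hits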
# PREPL inh – human PREPL enzyme inhibition; Q4J6C6; recombinant PREPL, fluorescence polarization activity-based probe; inhibition, % at 5.96 µM; hit rate 0.68% among 320,000; in the data active means inhibition above about 43%;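 further: 0% = enzyme with DMSO and 100% = wells lacking enzyme; many of its hits are not listed in these tables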
# PP5 inh – blocks human protein phosphatase 5 activity. hit rate 0.18% among 320,000. inhibition, % at 6.7 µM. P53041. purified PP5c, OMFP substrate fluorescence;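 active means inhibition above the campaign's mean inhibition across all tested compounds plus 3 SD, cut at about 9.5% in these data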;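 further: 0% = DMSO only and 100% = 100 µM cantharidin control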
# Target sequence (P53041 whole entry, looked up): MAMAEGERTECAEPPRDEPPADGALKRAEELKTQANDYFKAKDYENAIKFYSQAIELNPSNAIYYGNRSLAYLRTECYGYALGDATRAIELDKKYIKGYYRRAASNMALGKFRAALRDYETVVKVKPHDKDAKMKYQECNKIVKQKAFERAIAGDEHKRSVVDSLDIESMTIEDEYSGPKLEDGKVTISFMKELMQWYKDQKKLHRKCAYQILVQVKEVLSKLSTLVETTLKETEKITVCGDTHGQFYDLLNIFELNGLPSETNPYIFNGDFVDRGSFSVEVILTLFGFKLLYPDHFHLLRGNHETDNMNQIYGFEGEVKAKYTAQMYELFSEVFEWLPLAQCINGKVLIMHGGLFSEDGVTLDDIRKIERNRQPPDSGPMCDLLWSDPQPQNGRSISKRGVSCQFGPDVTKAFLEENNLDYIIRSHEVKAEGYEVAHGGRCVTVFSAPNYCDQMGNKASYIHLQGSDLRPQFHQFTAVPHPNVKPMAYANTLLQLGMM
# Starred values were filed as active, the others as inactive; . = not tested or not shown. The list is partial; the hit share may differ from the screen's.
# Each structure is followed by: TPT1 inhibitor, PP5 inh, EBNA-1 inh, CTSL1 counter, PP1 inh, PREPL inh, Efflux pump mplx, ZTA counter, core dimer inh
- CCOC(=O)c1c(C)[nH]c(C(=O)OCC(=O)c2ccc3c(c2)NC(=O)CO3)c1C
  2, -1.5, 6, 1, -4, 4, -0.1, 8, -1
- O=C(O)CCc1c(C(=O)O)[nH]c2ccccc12
  -5, 0.7, -4, -4, -2, -2, 0.0, -15, 1
- O=C(Nc1cccc(NC(=O)c2ccco2)c1)c1ccccc1
  0, -7.8, -12, 9, 6, -6, -0.1, -13, -10
- CN(C)CCCN1C(=O)c2oc3ccc(Cl)cc3c(=O)c2C1c1cccnc1 (centres undefined)
  3, -2.4, 9, -1, -1, -2, -0.2, 25, 3
- C=CCOc1ccc(C(=O)n2cc(C(=O)OC)c3ccccc32)cc1
  -3, 0.7, -2, -5, -1, 1, -0.1, 7, 4
- O=C(Cc1cccs1)N(c1ccc(Br)cc1)C1C=CS(=O)(=O)C1 (centres undefined)
  -2, -2.3, 13, 4, 2, 24, -0.1, -9, 0
- CCOC(=O)C1=C(CC)Nc2ccccc2N=C1NC(=O)c1cc(C)on1
  ., 1.1, ., ., 0, 3, -0.1, 0, .
- Cc1cc(C(F)(F)F)c(C#N)c(SCC(=O)NC2CC2)n1
  -2, -0.6, 7, 0, -2, 4, -0.1, 13, 1
- CC(=O)c1c(C)[nH]c(C(=O)Nc2ccc(F)c(F)c2F)c1C
  -2, 1.9, -3, 0, -3, 9, 0.0, 5, -2
- COc1ccc(OC)c(NC(=O)CCN2CC(C)OC(C)C2)c1 (centres undefined)
  -3, 0.0, 7, -2, 5, 0, 0.1, 4, 5
- CCOC(=O)N1CC=C2C(C#N)=C(N)C(C#N)(C#N)[C@H](c3ccsc3)[C@H]2C1
  -2, 0.4, -4, 8, 6, -1, 0.0, 1, -2
- CCOc1ccc(N=Cc2c(O)cc(C)oc2=O)cc1
  -1, -6.2, -6, 9, -2, 9, 0.2, -25, -21
- COCCCNC(=O)c1cc(OC)c(OC)c(OC)c1
  -1, 0.2, 6, 6, 0, 0, 0.0, 12, -5
- O=C(c1ccccc1S(=O)(=O)NCC(O)COc1ccc([N+](=O)[O-])cc1)N1CCCCC1 (centres undefined)
  -4, 3.0, -10, -2, 2, 3, 0.0, 7, 0
- Clc1ccc(C[n+]2cc(-c3ccccc3)n3c2CCC3)cc1Cl
  2, 2.7, -16, 1, 0, 23, 0.2, -4, -4
- COCCCn1c(C23CC4CC(CC(C4)C2)C3)n[nH]c1=S
  1, 2.9, -14, 6, 2, 15, 0.2, -4, 0
- O=c1[nH]c2cc([N+](=O)[O-])c(NCCO)c([N+](=O)[O-])c2[nH]1
  -3, 0.8, 6, 4, -1, 2, -0.1, 21, -18
- COc1cc2nc(NCC3CCCO3)n3nc(-c4cccnc4)nc3c2cc1OC (centres undefined)
  0, 3.4, -4, -3, -10, 14, 2.4, -1, 7
- O=C(c1cccs1)N1CCN(C(=O)N2CCOCC2)CC1
  -1, 3.3, 0, 1, -3, 10, 0.0, 4, -7
- Cc1oc(-c2ccc(Cl)cc2)nc1CS(=O)CC(=O)NCCN1CCCC1 (centres undefined)
  -2, 4.6, -5, 6, -2, 12, -0.1, -4, -12
- COc1ccc(Cn2c(C3CCCCC3)nc3c(c(=O)c4ccccc4n3C)c2=O)cc1
  0, 1.4, -25, 1, 12, -1, 0.3, -12, 20
- O=C1/C(=C/c2cccnc2)Oc2cc(OS(=O)(=O)c3ccccc3)ccc21
  -3, 0.9, 4, 5, 8, 10, -0.1, 7, 5
- CCOC(=O)c1cc2cc(F)ccc2nc1C
  -6, 0.9, -4, -2, -4, -2, 0.0, -4, -4
- Cc1ccc2[nH]c(=O)c(-c3nc4c(C)cccn4c3NCc3ccco3)cc2c1
  -4, 0.1, 2, 3, -1, 18, 0.0, 1, 1
- O=C(O)CCCCCN1C(=O)CSC1=S
  0, -0.4, -6, -5, -3, -35, 0.2, -8, -7
- O=C(NNC(=O)C12CC3CC(CC(C3)C1)C2)c1cccc([N+](=O)[O-])c1
  -3, 0.1, -6, -3, 0, 0, 0.2, 2, -3
- CCc1cc(CNC(=O)CC2C(=O)NCCN2Cc2ccc(-c3ccccc3)cc2)on1 (centres undefined)
  -1, -2.2, 3, 5, 6, 23, 0.2, 17, -1
- O=C(COCC(=O)N/N=C/c1ccc(F)cc1)N/N=C/c1ccc(F)cc1
  -2, 2.1, -6, -3, -4, -9, 1.8*, -9, -7
- Cc1occc1-c1nnc(SCC(=O)NC2CC2)n1C
  -2, 0.9, -2, 1, -3, 1, 0.0, -3, -3
- Cc1nc2ccccn2c1CN(C)C(=O)C1CCC(=O)N(CCc2cccc(F)c2)C1 (centres undefined)
  -1, 1.4, -5, -1, 1, 2, -0.1, -22, -4
- CCC1CCCCN1CCCNC(=O)C1CCCN(c2ncnc3c2nc2n3CCCCC2)C1 (centres undefined)
  -2, 1.6, 2, 5, -1, 13, -0.2, -11, -2
- CCN(CC)C1=N/C(=C\c2ccco2)C(=O)N1c1ccccc1
  16, -2.5, 0, 3, -4, 19, 0.7, 3, 4
- COCc1c(C(=O)N2CCN(Cc3c(F)cccc3Cl)CC2)oc2ccccc12
  2, 2.6, 1, 4, -2, 6, 0.0, 2, 11
- Cc1ccccc1NC(=O)C(NS(=O)(=O)c1ccc2c(c1)c(=O)n(C)c(=O)n2C)c1ccccc1 (centres undefined)
  -2, 0.3, 4, 0, -1, -3, 0.1, -11, -1
- Cc1ccccc1N1CCN(C(=O)NCc2cccc(Cl)c2)CC1
  4, 0.3, 4, -3, 3, 2, 0.0, 0, 0
- CCOC(=O)c1cnn(-c2ccccc2)c1-n1cccc1
  -9, 1.5, -7, 1, 2, -3, -0.1, 8, -7
- Cc1ccc(C(CC(=O)O)NC(=O)CN2C(=O)c3ccccc3C2=O)cc1 (centres undefined)
  -1, -2.7, 9, 0, -3, 5, -0.1, 22, 1
- COc1ccc2[nH]c(C)c(CCNC(=S)Nc3cc(C)cc(C)c3)c2c1
  0, 2.4, 0, -2, -2, 12, 0.0, -2, -6
- COc1cccc2cc(C(=O)OCc3ccccc3)c(=O)oc12
  3, -1.1, 5, 7, 2, 5, 0.7, 1, 1
- COc1ccc(OC)c(C=Nc2ccccc2-c2nc3ccccc3[nH]2)c1
  -5, 4.6, -4, 0, 2, 14, -0.4, -6, 10
- COc1ccc(CCC(=O)NCCOc2ccccc2Cl)cc1
  1, 1.4, -2, -2, 4, -11, 0.2, 0, -2
- CCn1c(SCC(=O)N/N=C/c2ccc(C)o2)nnc1-c1ccc(C)cc1
  -4, 2.3, 5, 0, 1, 9, -0.1, 5, 5
- CC1(c2ccc(OC(F)F)cc2)NC(=O)N(CC(=O)N2c3ccccc3NC(=O)C2(C)C)C1=O (centres undefined)
  ., 3.4, ., ., 0, -6, 0.1, -31, .
- C=CCOc1ccc(/C=C2\SC(N3CCCCC3)=NC2=O)cc1
  -2, 2.5, 4, 1, 0, 7, -0.1, -21, 9
- CN1CCN(c2nc(-c3ccccc3)nc3c2oc2ccccc23)CC1
  2, 2.8, 9, -1, 0, 2, -0.1, 19, -3
- C/C=C/c1ccc(OCCOCCOc2cccc3cccnc23)c(OC)c1
  -4, 2.8, -11, -5, 2, -2, 0.4, -9, -7
- CCOc1ccc(-c2nnc(SCC(=O)N3CCOCC3)o2)cc1
  0, -2.1, -1, 1, -3, 5, 0.3, 9, 0
- O=C(CN1CCN(C(C(=O)Nc2ccc(F)cc2)c2ccccc2)CC1)NC1CC1 (centres undefined)
  ., -0.6, ., ., -3, 5, -0.1, 15, .
- COc1cc2ncc(S(=O)(=O)c3ccccc3)c(N3CCCC(C)C3)c2cc1OC (centres undefined)
  -2, 6.5, -2, 13, 3, -43, -0.1, 3, -10
- CCOC(=O)c1cc2sccc2n1CC(=O)Nc1ccc(OC)cc1
  -3, 2.9, 5, 0, -1, -1, -0.1, -4, -1
- CCOC(=O)c1cnn(-c2cc(C)cc(C)c2)c1N
  -3, -2.3, 4, 3, -3, -4, -0.1, -10, 0
- N#Cc1cc2c(nc1SCc1nc3ccccc3[nH]1)CCC2
  1, 0.0, 8, -1, -1, 26, -0.1, -14, -28
- C=CCn1c(N)cc(=O)nc1SCC(=O)Nc1ccc(C)cc1
  2, 1.4, 1, -2, -3, -10, 0.1, 2, -2
- CCN1C(=O)[C@H]2[C@@H](c3ccc(-c4cc(C(C)=O)cs4)cc3)N3CCCC[C@@]3(C(=O)OC)[C@H]2C1=O
  0, -0.5, 0, 1, -4, 5, 0.0, 13, -29
- COc1cccc(NC(=O)C(Sc2nc3ccccc3c(=O)n2CC(C)C)c2ccccc2)c1 (centres undefined)
  1, 2.4, -5, 0, 1, -3, 0.1, 8, 22
- COc1ccccc1NC(=O)CN1CCN(c2ccccn2)CC1
  -2, 4.1, -9, -8, -5, 9, 0.1, 2, 3
- Cc1cccc(Nc2nnc(SCC(=O)NC(=O)CN3CCCC3=O)s2)c1
  ., 2.2, ., ., 2, 9, -0.2, -2, .
- COC(=O)/C(=C\c1ccc(O)cc1)c1nc2ccccc2[nH]1
  1, -0.4, -7, -1, -1, 13, 0.2, -9, -1
- Cc1ccsc1C(=O)NCc1ccc(Cl)cc1
  -2, 2.9, 5, 2, -2, -1, 0.0, 15, 8
- O=C(CN1C(=O)CSc2ccc(S(=O)(=O)N3CCOCC3)cc21)NCc1cccnc1
  -1, -0.7, 0, -3, -1, 3, -0.1, 5, 2

# Full records, looked up by structure:
# `C=CCOc1ccc(/C=C2\SC(N3CCCCC3)=NC2=O)cc1` as listed: TPT1 inhibitor = -2; PP5 inh = 2.5; EBNA-1 inh = 4; CTSL1 counter = 1; PP1 inh = 0; PREPL inh = 7; Efflux pump mplx = -0.1; ZTA counter = -21; core dimer inh = 9
# `CCOc1ccc(-c2nnc(SCC(=O)N3CCOCC3)o2)cc1` as listed: TPT1 inhibitor = 0; PP5 inh = -2.1; EBNA-1 inh = -1; CTSL1 counter = 1; PP1 inh = -3; PREPL inh = 5; Efflux pump mplx = 0.3; ZTA counter = 9; core dimer inh = 0

# Next section.
# Each structure is followed by: TPT1 inhibitor, PP5 inh, EBNA-1 inh, CTSL1 counter, PP1 inh, PREPL inh, Efflux pump mplx, ZTA counter, core dimer inh
- Cc1c(CC(=O)NCCCC(=O)O)c(=O)oc2c(C)c3oc4c(c3cc12)CCCC4
  4, 0.8, 15, 1, -2, 10, -0.2, 0, 15
- CCCCN(CCCC)C(=O)C[n+]1cccc(/C=N/O)c1
  -1, -0.2, 6, -3, -2, 9, -0.1, 4, 2
- CCn1c(NC(=O)c2ccccc2F)c(-c2cccs2)c(=O)c2ccccc21
  3, 1.1, 2, -3, -4, 2, 0.2, 8, 7
- Cc1ccc(C)c(N(C)C(=O)COc2cc(=O)n(C)c3ccccc23)c1
  -1, -0.5, 0, 5, -4, -7, -0.1, 13, 6
- COc1cc(/C=N/NC(=O)C(=O)NCC2CCCO2)ccc1OCC(=O)N1CCOCC1 (centres undefined)
  -2, -0.6, 7, 7, 6, -4, -0.1, 4, -2
- O=C(O)CCc1ccc(-c2ccc(Cl)cc2)n1NC(=O)c1ccc(O)cc1
  0, -1.7, 2, -1, 4, 0, 0.0, 27, 2
- O=C(Nc1ccc(Cl)cc1)OCCn1nnnc1C(c1ccccc1Cl)N1CCOCC1 (centres undefined)
  -1, 1.8, 10, -4, 0, 23, -0.2, 3, 5
- CCN(C(=O)COc1ccc(F)cc1Br)c1c(N)n(Cc2ccccc2)c(=O)[nH]c1=O
  ., 0.3, ., ., -1, -2, 0.0, -3, .
- COc1ccc(N2CCN(C(=O)C3CCCN(c4ncnc5c4nc4n5CCCCC4)C3)CC2)cc1 (centres undefined)
  -2, 0.0, -14, 0, -1, 6, 0.4, 7, 2
- CCOC(=O)c1c(NC(=O)CN2CCCCC2)sc2c1CCN(C(=O)OCC)C2
  4, 1.7, 8, 5, 4, 7, 0.1, 9, 3
